# USP1 inh: blocks the human USP1/UAF1 deubiquitinase complex; actives 0.23% (n = 390,000); recombinant USP1/UAF1, Ub-Rhodamine cleavage fluorescence; AID 743255; Potency, µM (series often up to 57.1 µM), without a hit: at the highest dose activity change, negative = inhibition, hits mostly inhibitors; also: potency is read from the fitted curve at half-maximal effect; % is scaled to controls: 0 for no effect and ±100 for the full control effect; nearly all actives have a fitted effect of over 60% in size; inactives centre near -12
#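 1 nM enzyme complex + cpd, 15 min RT; start with Ub-Rho 150nM final; kinetic fluorescence ex 480/em 540, 6 reads q60 s. Buffer 50mM HEPES pH 7.8, 0.5mM EDTA, 0.1 mg/ml BSA, 1mM TCEP, 0.01% Tween-20.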
# TrxR1 substrate: rat thioredoxin reductase 1 substrate activity; O89049; purified TrxR1 substrate turnover, NADPH consumption readout; Potency, µM (top dose mostly 114 µM), inactives show at the highest dose activity change, negative = substrate turnover; actives 0.01% (n = 390,000); also: potency is read from the fitted curve at half-maximal effect; % is scaled to controls: 0 for no effect and ±100 for the full control effect; nearly all actives have a fitted effect of over 50% in size
# Target sequence (O89049 whole entry, looked up): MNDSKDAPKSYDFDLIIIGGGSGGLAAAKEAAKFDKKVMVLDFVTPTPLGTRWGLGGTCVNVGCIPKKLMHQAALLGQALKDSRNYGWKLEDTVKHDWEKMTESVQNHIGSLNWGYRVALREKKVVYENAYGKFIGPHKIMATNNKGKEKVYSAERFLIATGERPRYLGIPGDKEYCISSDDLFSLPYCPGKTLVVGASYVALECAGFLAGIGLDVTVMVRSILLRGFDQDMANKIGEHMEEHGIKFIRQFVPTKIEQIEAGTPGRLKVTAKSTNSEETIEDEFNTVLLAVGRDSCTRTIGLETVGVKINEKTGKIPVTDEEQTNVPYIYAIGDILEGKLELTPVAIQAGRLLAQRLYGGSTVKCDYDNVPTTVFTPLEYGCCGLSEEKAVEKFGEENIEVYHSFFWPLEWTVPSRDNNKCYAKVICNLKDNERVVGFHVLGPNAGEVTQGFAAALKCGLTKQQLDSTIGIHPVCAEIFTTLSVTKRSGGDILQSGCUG
#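 Rat TrxR1, dispensed at 90 nM, was prereduced with 400 uM NADPH (final) for 5 min at ~22 deg C, then incubated with compound 15 min before 400 uM selenite. A first-read NADPH fluorescence drop versus no-compound background flagged substrates.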
# HP1b chromo inh: inhibitors of HP1-beta chromodomain binding to methylated histone tails. actives 0.56% (n = 390,000). AlphaScreen HP1-beta / biotin-H3K9me3 peptide binding. AID 540317. P83916. Potency, µM (series often up to 114 µM), for inactives: at the highest dose activity change, negative = inhibition, hits mostly inhibitors; also: potency is read from the fitted curve at half-maximal effect; nearly all actives have a fitted effect of over 70% in size; inactives centre near 23
#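 Compound inhibition of the preformed complex between 50 nM HP1-beta and 50 nM biotinylated H3K9me3 peptide was read by AlphaScreen. Buffer was PBS pH 7.4 with 0.01% Tween-20. Incubations ran 30 min at room temperature, with 10 ug/mL donor/acceptor beads.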
# Tb PGK inh: inhibitors of T. brucei phosphoglycerate kinase; P07378; PGK/GAPDH coupled, Kinase-Glo luminescence, 60 min; Potency, µM (doses to about 57.5 µM), for the others: top-dose activity change, negative = inhibition, actives largely listed as inhibitors; actives 0.043% (n = 380,000); also: potency is read from the fitted curve at half-maximal effect; % is scaled to controls: 0 for no effect and ±100 for the full control effect; nearly all actives have a fitted effect of over 60% in size
# Target sequence (P07378 whole entry, looked up): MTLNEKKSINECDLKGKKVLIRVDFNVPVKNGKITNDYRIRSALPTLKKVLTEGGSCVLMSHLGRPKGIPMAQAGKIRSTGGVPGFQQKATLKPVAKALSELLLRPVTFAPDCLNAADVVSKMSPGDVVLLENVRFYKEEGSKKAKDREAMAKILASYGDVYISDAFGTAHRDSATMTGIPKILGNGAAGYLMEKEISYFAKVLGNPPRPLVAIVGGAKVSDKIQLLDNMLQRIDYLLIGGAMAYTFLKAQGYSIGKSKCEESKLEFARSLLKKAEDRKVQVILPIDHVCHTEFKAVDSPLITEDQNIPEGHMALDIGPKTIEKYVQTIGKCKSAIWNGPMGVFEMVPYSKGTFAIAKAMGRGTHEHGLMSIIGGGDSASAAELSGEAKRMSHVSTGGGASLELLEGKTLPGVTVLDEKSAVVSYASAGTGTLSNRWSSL
#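 Recombinant glycosomal PGK reaction used 1,3-bisphosphoglycerate generated in-well by GAPDH (100nM final) in 100mM TEA pH 7.6, 5mM MgCl2, 0.01% Tween-20. After 60 minutes at room temperature, ATP was read by Kinase-Glo Plus luminescence end-point.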
# rTrxR1 inhibitor: rat TrxR1 inhibition; Potency, µM (top dose mostly 114 µM), without a hit: at the top dose activity change, negative = inhibition, most hits filed as inhibitors; recombinant rTrxR1, NADPH fluorescence consumption, selenite substrate; actives 1% (n = 390,000); O89049; also: potency is read from the fitted curve at half-maximal effect; % is scaled to controls: 0 for no effect and ±100 for the full control effect; nearly all actives have a fitted effect of over 65% in size
#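 Rat TrxR1 (90 nM in the dispensed reagent) was pre-reduced with 400 uM NADPH for 5 min at room temperature, then incubated with compound for 15 min. After 400 uM selenite was added, NADPH fluorescence (Ex 340/Em 450 nm) was followed for 8 min.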
# Pin1 inh: inhibitors of human Pin1 | Q13526 | Pin1 FP peptide displacement, HiFluor488, 10 min | Potency, µM (doses to about 115 µM), for the others: at the highest dose activity, negative = inhibition, most hits filed as inhibitors | actives 0.009% (n = 390,000) | AID 504891; active = well fitted inhibition curve with a large enough effect in the polarisation, with a control signal flat, not every such curve was filed as active; inconclusive = small, poorly fitted or top-dose-only effect, or effect the other way, or a change in a side signal; inactive = no such curve, though single readings can be large or run the other way; the % refers to the polarisation; also: potency is read from the fitted curve at half-maximal effect; % is scaled to controls: 0 for no effect and ±100 for the full control effect
# Target sequence (Q13526 whole entry, looked up): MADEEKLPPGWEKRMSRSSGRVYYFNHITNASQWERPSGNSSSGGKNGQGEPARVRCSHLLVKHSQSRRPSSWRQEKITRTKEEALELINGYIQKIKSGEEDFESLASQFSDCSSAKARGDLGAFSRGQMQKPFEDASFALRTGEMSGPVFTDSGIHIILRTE
# mIDH1 inhibitor: human IDH1 R132H inhibition | Potency, µM (series often up to 76.6 µM), for the others: at the highest dose activity change, negative = inhibition, actives largely listed as inhibitors | actives 0.093% (n = 390,000) | O75874 | IDH1-R132H enzyme, NADPH consumption, diaphorase/resazurin fluorescence; also: potency is read from the fitted curve at half-maximal effect; % is scaled to controls: 0 for no effect and ±100 for the full control effect; nearly all actives have a fitted effect of over 65% in size
#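 IDH1-R132H (0.5 ug/mL) preincubated 30 min with compound, then NADPH (0.016 mM) and alpha-KG (2 mM) added; 80 min at RT, pH 7.5. Remaining NADPH coupled via diaphorase/resazurin to fluorescence (540/590 nm); concentration-response curves normalized to no-enzyme control.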
# GLS inhibitor: glutaminase GLS (human) inhibition. AID 624170. Potency, µM (series often up to 45.5 µM), without a hit: top-dose activity change, negative = inhibition, actives largely listed as inhibitors. O94925. GLS enzymatic activity, qHTS titration. actives 0.21% (n = 410,000); also: potency is read from the fitted curve at half-maximal effect; % is scaled to controls: 0 for no effect and ±100 for the full control effect
#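 Read-out is an Amplex red fluorescence increase coupled through glutamate oxidase and HRP, measured before and after 30 min room-temperature incubation. hKGA is in 45 mM KH2PO4 (pH 8.2) with 0.02% Tween-20; glutamine added as 1mM solution.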
# PI4K2A inh: PI4K2A (human) kinase inhibition; actives 0.13% (n = 420,000); AID 1346378; purified PI4K2A, ADP-Glo luminescence, 1 h; hits give low values; activity change, negative = inhibition, % at 76.9 µM; Q9BTU6; in the data active = activity change below about -50%; inconclusive = mostly about -30% to -49%;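 also: -100% = wells without enzyme as full effect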
#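 In this quantitative HTS, ADP production by PI4K2A was quantified luminescently after 1 h at ambient temperature; 100 microM adenosine served as plate-quality control.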
# * = called active by the depositor; i = inactive; ? = inconclusive; . = not tested or not shown; [ ] = remark or other dose. Unless noted, calls follow the shape of the dose curve; as a rule, active = well fitted curve in the direction sought with a large enough effect; inconclusive = small, poorly fitted or top-dose-only effect, or another doubt; inactive = no such curve, though single readings can be large; an effect the other way counts as inactive or inconclusive. A portion of the library; count on the stated rates, not on these rows.
# The opening 2 entries, ahead of the listing:
SMILES,USP1 inh,TrxR1 substrate,HP1b chromo inh,Tb PGK inh,rTrxR1 inhibitor,Pin1 inh,mIDH1 inhibitor,GLS inhibitor,PI4K2A inh
COc1ccc(-c2cccc(-c3cc(=O)oc4cc(OC)cc(OC)c34)c2)cc1,-7.0%,9.6%,23.7%,-6.3%,27.2%,3.7%,5.0%,-0.7%,-2.9
CC1CCCCN1C(=O)c1cc(F)c(F)cc1Cl (centres undefined),-11.4%,5.1%,20.1%,-5.8%,10.0%,-5.3%,2.3%,8.0%,-4.4

# The list itself (from the top)
SMILES,USP1 inh,TrxR1 substrate,HP1b chromo inh,Tb PGK inh,rTrxR1 inhibitor,Pin1 inh,mIDH1 inhibitor,GLS inhibitor,PI4K2A inh
COc1ccc(-c2cccc(-c3cc(=O)oc4cc(OC)cc(OC)c34)c2)cc1,-7.0%,9.6%,23.7%,-6.3%,27.2%,3.7%,5.0%,-0.7%,-2.9
CC1CCCCN1C(=O)c1cc(F)c(F)cc1Cl (centres undefined),-11.4%,5.1%,20.1%,-5.8%,10.0%,-5.3%,2.3%,8.0%,-4.4
CC(=O)Nc1nc(COc2ccccc2)cs1,-12.8%,-0.5%[57.1 µM],25.1%,i,4.6%[57.1 µM],-7.7%,-2.2%,-1.1%,2.3
Cc1cc(C)c(C#N)c(Nc2ccccc2)n1,-3.5%,1.8%,18.7%,0.6%,7.9%,6.7%,1.6%,5.8%,-4.1
CC1=Nc2cc(C(=O)N3CCCC3)ccc2Sc2ccc(C)cc21,-30.4%,2.8%,32.6%,-7.8%,26.1%,-12.6%,-1.5%,-0.3%,-0.8
O=C(Cc1ccccc1)NCC(=O)OCC(=O)c1ccc2ccccc2c1,.,4.2%[0.0914 µM],22.9%[57 µM],.,10.6%,2.4%,.,.,.
Cn1cccc1Cc1nnc(SCC(=O)NCc2ccco2)n1CCc1ccccc1,-10.2%,0.0%,-11.3%,-4.7%,?,?,3.9%,5.9%,-10.1
CC1=CCC(C(=O)O)C(C(=O)O)C1 (centres undefined),-3.3%,-7.1%,29.6%,-6.6%,-14.4%,-10.1%,2.3%,-1.7%,4.9
O=C(CN1C(=O)NC2(CCCCC2)C1=O)Nc1cc(C(F)(F)F)ccc1N1CCCCC1,-17.6%,-6.3%,24.1%,0.3%,3.5%[57.1 µM],13.0%,-3.8%,-10.1%,0.4
CCc1ccc(NC(=O)CN2C(=O)C3(SCC(=O)N3c3ccc(F)c(F)c3)c3ccccc32)cc1 (centres undefined),-22.4%,-17.0%,15.9%,5.5%,-9.9%,-1.2%,3.3%,-6.0%,6.7
COc1ccc(OC)c(C2C(C(=O)Nc3ccc(F)cc3)=C(C)Nc3nc(CCCO)nn32)c1 (centres undefined),-20.9%,4.1%,40.0%[activator],-1.0%,7.0%,9.9%,7.0%,31.4%[activator],-5.1
O=S(=O)(Nc1ccc(S(=O)(=O)N2CCOCC2)cc1)c1ccccc1,-21.5%,7.6%[57.1 µM],11.8%,-5.1%,-5.4%[57.1 µM],-1.0%,1.3%,2.0%,-6.9
O=C(CSc1nc(C2CC2)nc2ccccc12)Nc1cccc(O)c1,?,-1.3%,53.9%[activator],i,11.4%,9.9%,-1.1%,-0.1%,4.9
CN(CCOc1ccccc1)C(=S)Nc1ccc(OC(F)F)cc1,-22.3%,-1.4%,45.1%[activator],-3.3%,6.5%,3.3%,6.7%,0.0%,-2.7
CCN(c1ccccc1)S(=O)(=O)c1cc(C(=O)NCC(c2ccc(OC)cc2)N(C)C)ccc1C (centres undefined),-15.9%,-5.7%,17.0%,-8.7%,12.6%,0.9%,2.3%,-7.6%,4.1
CCOC(=O)N1CCN(CC(O)COc2ccc(-c3ccccc3)cc2)CC1 (centres undefined),-29.1%,-4.3%,25.2%,-8.2%,1.4%,0.6%,-3.3%,2.2%,-3.2
Cc1cn(C2OC(COC(=O)c3ccccc3)C(O)C2O)c(=O)[nH]c1=O (centres undefined),?,8.9%,2.6%,-5.3%,11.7%,-2.6%,-7.1%,18.2%,-6.4
CCc1noc(C)c1C(=O)Nc1cccc(S(=O)(=O)N(C)c2ccccc2)c1,-11.0%,0.9%,14.8%,-5.5%,21.5%,1.2%,8.3%,6.7%,-6.1
CCOC(=O)C1=C(CC)OC(N)=C(C#N)C1c1ccc(OC)cc1OC (centres undefined),-24.0%,0.0%,32.7%,i,4.5%,-1.4%,1.1%,-3.2%,-0.9
COc1ccc(CCNC(=O)CN2C(=O)COc3ccc(S(=O)(=O)N4CCOCC4)cc32)c(OC)c1,-11.2%,2.2%,30.2%,9.9%,11.8%,9.2%,-9.1%,-4.4%,7.6
CCC(C)NC(=O)CC(NS(=O)(=O)c1ccc(C)cc1)c1ccc(OC)cc1 (centres undefined),-13.9%,-1.1%,27.4%,1.6%,-7.2%,-1.9%,0.2%,10.6%,6.4
Cc1ccc(S(=O)(=O)N(C)CC(=O)N2CCc3ccccc32)cc1,-13.7%,4.1%,43.3%[activator],-15.9%,20.7%,-4.7%,2.5%,2.6%,-3.9
COc1cccc2cc(C(=O)NCc3ccc(Cl)cc3)c(=N)oc12,-13.2%,2.5%,30.0%,-2.0%,8.8%,-5.6%,8.1%,3.7%,0.4
COc1ccccc1Nc1nnc(Cc2ccccc2)c(=O)[nH]1,-18.9%,-12.4%,43.1%[activator],-3.0%,-7.5%,9.4%,-0.2%,1.1%,-3.5
COc1ccccc1CNC(=O)c1cccs1,0.4%,-9.7%,10.8%,-1.9%,-20.4%,7.4%,4.0%,2.6%,-3.5

# 3 entries from above, ordered by formula weight, ascending:
SMILES,USP1 inh,TrxR1 substrate,HP1b chromo inh,Tb PGK inh,rTrxR1 inhibitor,Pin1 inh,mIDH1 inhibitor,GLS inhibitor,PI4K2A inh
O=C(CSc1nc(C2CC2)nc2ccccc12)Nc1cccc(O)c1,?,-1.3%,53.9%[activator],i,11.4%,9.9%,-1.1%,-0.1%,4.9
CN(CCOc1ccccc1)C(=S)Nc1ccc(OC(F)F)cc1,-22.3%,-1.4%,45.1%[activator],-3.3%,6.5%,3.3%,6.7%,0.0%,-2.7
Cn1cccc1Cc1nnc(SCC(=O)NCc2ccco2)n1CCc1ccccc1,-10.2%,0.0%,-11.3%,-4.7%,?,?,3.9%,5.9%,-10.1

# New compounds follow.
SMILES,USP1 inh,TrxR1 substrate,HP1b chromo inh,Tb PGK inh,rTrxR1 inhibitor,Pin1 inh,mIDH1 inhibitor,GLS inhibitor,PI4K2A inh
CC1(C)Oc2ccc3ccc(=O)oc3c2C(/C=N/O)=C1Cl,-24.7%,0.9%,29.4%,-8.8%,9.9%,4.9%,2.5%,3.3%,0.8
O=C(O)CSc1nnc(-c2cc3ccccc3o2)n1-c1ccccc1,-7.1%,8.3%[57.1 µM],15.7%,1.3%,2.8%[57.1 µM],4.8%,4.5%,12.7%,-10.3
CCOC(=O)C1CCCN(C(=O)c2cc3c(=O)[nH]c4ccc(C)cc4c3s2)C1 (centres undefined),-25.1%,15.4%,13.8%,i,1.0%,-2.2%,0.8%,-5.6%,-12.9
COc1cc(NS(=O)(=O)c2ccc(NC(=O)CN3C(=O)c4ccccc4C3=O)cc2)ncn1,-8.9%,2.1%,37.8%,-0.6%,5.6%,3.9%,-11.3%,-8.1%,6.4
COc1ccc(OC)c(NC(=O)C(CCS(C)(=O)=O)NC(C)=O)c1 (centres undefined),-3.5%,6.9%[57.1 µM],23.4%,6.3%,1.5%[57.1 µM],0.0%,11.3%,8.0%,-2.8
COc1ccc(C2=NOC(C(=O)NCc3ccc(F)cc3)C2)cc1 (centres undefined),3.2%,-10.1%,14.4%,-1.8%,-8.6%,3.3%,14.0%,-1.4%,-4.5
CCCc1nnc(NC(=O)C(=O)NCCN(C)C)s1,0.4%,6.5%[57.1 µM],29.4%,-8.7%,27.1%[57.1 µM],2.0%,1.4%,21.8%,-1.5
CC(C)(C)c1ccc(-c2nn(CCC#N)cc2/C=N/O)cc1,1.1%,-2.6%,31.6%,-0.2%,15.6%,5.0%,-4.8%,20.5%,1.9
O=C(COc1ccccc1Cl)Nc1ccc(CN2CCCCC2)cc1,-7.9%,-1.6%,17.7%,-9.6%,15.6%,5.6%,-16.7%,11.5%,2.6
CNc1c(NS(=O)(=O)c2ccc3c(c2)CCCC3)c(=O)oc2ccccc12,-17.5%,16.6%,1.4%,4.8%,12.1%,9.1%,9.1%,7.3%,5.3
CCOC(=O)Cc1csc(NC(=O)COc2ccc3c(c2)CCC3)n1,-12.8%,-7.6%,47.2%[activator],i,5.4%,1.3%,2.9%,-1.9%,2.1
COc1ccc(N2C(=O)CS/C2=N\C(=S)Nc2ccccc2)cc1,-6.8%,-3.4%,4.2%,i,3.5%[57.1 µM],7.7%,0.1%,4.1%,-4.1
CCOc1cc(/C=N\NC(N)=O)cc(Br)c1OC(C)C,-2.6%,-21.6%,21.3%,-7.1%,?,?,-6.5%,8.3%,4.3
Cn1c(=O)c2[nH]c(CCC3CCCC3)nc2n(C)c1=O,-2.1%,15.8%[57.1 µM],15.7%,-7.5%,34.7%[11.4 µM],3.1%,7.3%,13.7%,6.4
COc1ccc2c(c1)c(CC(=O)Nc1ccccc1OC)c(C)n2C(=O)c1ccc(Cl)cc1,?,6.6%[57.1 µM],24.6%,-5.0%,20.1%[57.1 µM],30.0%[activator],-3.7%,-6.4%,-2.9
